Bioassay records as filed in PubChem BioAssay.
PHOSPHO1 inh: PubChem AID 1565 | recombinant PHOSPHO1, absorbance phosphatase assay | inhibition, % at 13.3 µM | actives 1.1% (n = 290,000); in the data active means inhibition above about 60%
Target sequence (Q8TCT1 whole entry, looked up): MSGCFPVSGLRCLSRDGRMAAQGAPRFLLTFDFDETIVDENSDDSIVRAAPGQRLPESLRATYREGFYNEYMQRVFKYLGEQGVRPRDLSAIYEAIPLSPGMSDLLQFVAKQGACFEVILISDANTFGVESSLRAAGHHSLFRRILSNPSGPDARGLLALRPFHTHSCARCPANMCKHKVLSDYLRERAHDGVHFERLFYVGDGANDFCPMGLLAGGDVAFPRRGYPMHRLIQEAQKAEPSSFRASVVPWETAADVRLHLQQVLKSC
MEKK3 PB1 HTS: modulators of MEKK3-MEK5 PB1 binding, primary screen, biochemical, wildtype MEKK3, multiplex bead flow cytometry, Alexa488-MEK5 | bead-based flow cytometry, Alexa488-MEK5 binding to MEKK3; actives lie on both sides; 0 = blocked by unlabeled MEK5, 100 = vehicle | binding response (% of control), % at 10 µM | actives 1.4% (n = 290,000);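 active means binding response more than 3 SD above or below the average of its plate-row segment, actives on both sides; inconclusive means wells at one plate position flagged as instrument error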;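 further: Alexa488 bead fluorescence after subtracting the streptavidin-only scavenger bead signal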
NALP1 inh: NALP1 inflammasome inhibitors in reconstituted yeast, colorimetric, S. cerevisiae, triplicate retest | actives 0.61% (n = 280,000) | S. cerevisiae NALP1/ASC/caspase-1 growth, X-gal OD620, 72 h | inhibition, % at 10 µM; in the data active means inhibition mostly above about 24%, no sharp cut-off; inactive means mostly below about 32%; further: some compounds called inactive have numbers as strong as hits
OXTR agonist: human OXTR agonists, primary screen, fluorescence, CHO-OTR cells, Fluo-8 calcium. Oxytocin receptor (Homo sapiens), P30559. Fluo-8 calcium fluorescence; normalized: DMSO 0%, oxytocin 100%. activation, % at 3 µM. actives 0.32% (n = 320,000). AID 2435, 2010;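 active means activation above the mean of all tested compounds plus 3 SD, cutoff set per screening run, cut at about 20% in these data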;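 further: peak over basal fluorescence ratio from a 100 s FLIPR kinetic read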
Target sequence (P30559 whole entry, looked up): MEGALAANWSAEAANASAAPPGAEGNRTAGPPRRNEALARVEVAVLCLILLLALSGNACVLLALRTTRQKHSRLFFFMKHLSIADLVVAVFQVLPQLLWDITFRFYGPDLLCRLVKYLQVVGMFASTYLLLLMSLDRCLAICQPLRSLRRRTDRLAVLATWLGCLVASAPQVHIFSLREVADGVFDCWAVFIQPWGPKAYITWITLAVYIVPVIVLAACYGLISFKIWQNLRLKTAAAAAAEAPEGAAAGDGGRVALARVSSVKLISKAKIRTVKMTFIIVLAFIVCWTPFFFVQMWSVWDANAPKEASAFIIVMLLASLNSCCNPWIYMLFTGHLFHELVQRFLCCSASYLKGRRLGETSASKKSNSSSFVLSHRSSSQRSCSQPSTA
GalR3 antagonist: GalR3 antagonists in HEK293 cells, primary screen, cell-based, fluorescence readout; HEK293 GalR3-CNG cAMP membrane potential fluorescence; galR3 body fused to GalR1 C-terminus; actives 0.44% (n = 360,000); inhibition, % at 3 µM;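 active means inhibition above the screen-wide average plus 3 SD, cut at about 13% in these data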;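 further: forskolin and galanin both at EC90 stimulate the cells; cAMP rise reported by CNG channel membrane potential dye signal; 0% = forskolin plus galanin with DMSO and 100% = forskolin alone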
Target sequence (O60755 1-299 limits assumed): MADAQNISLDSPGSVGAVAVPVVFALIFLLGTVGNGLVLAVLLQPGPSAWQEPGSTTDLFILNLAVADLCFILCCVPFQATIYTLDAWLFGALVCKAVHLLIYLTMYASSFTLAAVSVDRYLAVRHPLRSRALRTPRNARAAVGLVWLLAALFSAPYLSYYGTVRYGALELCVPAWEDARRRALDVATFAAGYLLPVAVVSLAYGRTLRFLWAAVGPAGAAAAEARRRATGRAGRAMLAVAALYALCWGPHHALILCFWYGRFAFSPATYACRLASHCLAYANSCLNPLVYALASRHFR
MEKK2 mut-MEK5: MEK5 binding signal on mutant MEKK2 PB1, primary screen, biochemical, multiplex bead flow cytometry, Alexa488-MEK5 | Alexa488-MEK5 binding to MEKK2 mutant | percent response, % at 10 µM | actives 0.35% (n = 290,000); in the data active means percent response above about 24%, passing the limit was not always enough; further: inactives centre near 1; some results filed as inactive read as strong as hits; reference of the scale not given here
MEKK2wt PB1 HTS: modulators of MEK5 binding to wildtype MEKK2, primary screen, biochemical, multiplex bead flow cytometry, Alexa488-MEK5 | Mitogen-activated protein kinase kinase kinase 2 (Homo sapiens), Q9Y2U5 | Alexa488-MEK5 binding to MEKK2 WT; actives lie on both sides | binding response (% of control), % at 10 µM | actives 1.1% (n = 290,000) | AID 1531, 2009; in the data active means binding response below about 67% or above about 130%; inconclusive means no clear call, values can overlap the other calls; inactive means in between
GPR7 antag: GPR7 receptor antagonists, primary screen, cell-based, fluorescence, single concentration; Neuropeptides B/W receptor type 1 (Homo sapiens), P48145; GPR7-expressing cells, fluorescence antagonist assay; inhibition, % at 4.4 µM; actives 1.1% (n = 290,000); AID 1861, 2009; in the data active means inhibition above about 16%, passing the limit was not always enough;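 further: cells stimulated with the agonist NPW; 0% = agonist with vehicle and 100% = vehicle without agonist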
V1aR counter: agonists of human V1a receptor, primary screen, counter-screen for OXTR agonist project, fluorescence, CHO-V1R cells | Vasopressin V1a receptor (Homo sapiens), P37288 | Fluo-8 calcium fluorescence, agonist mode; 0% DMSO, 100% 3 nM vasopressin | activation, % at 3 µM | actives 0.25% (n = 320,000) | AID 2797, 2010;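 active means activation above the mean activation of all tested compounds plus 3 SD, per screening run, cut at about 20% in these data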;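 further: signal is peak over basal fluorescence ratio across a 100 second FLIPR read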
* = called active by the depositor; ? = inconclusive; nt = no result given.

smiles	PHOSPHO1 inh	MEKK3 PB1 HTS	NALP1 inh	OXTR agonist	GalR3 antagonist	MEKK2 mut-MEK5	MEKK2wt PB1 HTS	GPR7 antag	V1aR counter
CC1(OC(=O)C2CCCC2)C(=O)C=C2C=C(c3ccsc3)N(C(CO)CO)C=C2C1=O (configuration not stated)	8.9	107.0	nt	0.2	1.1	5.0	110.0	nt	0.7
CCOC(=O)c1oc2c(CN3CCN(C)CC3)c(O)ccc2c(=O)c1-c1ccccc1OC	-11.7	109.0	9.4	0.3	7.6	10.0	108.0	-15.1	-0.7
Cc1nnc2c3ccccc3c(-c3cccs3)nn12	16.2	108.0	-11.4	-3.0	0.1	4.0	104.0	-12.7	-0.2
NNc1nc2cc3c(cc2s1)OCCO3	18.5	101.0	5.4	-0.8	-0.2	4.0	103.0	-16.5	-1.2
CCN(CC)CCCN(Cc1cc2cc3c(cc2[nH]c1=O)OCO3)C(=S)NCCOC	-2.6	103.0	13.7	0.1	1.1	5.0	102.0	-10.4	0.1
CCS(=O)(=O)N1CCCC(C(=O)NCc2ccc3c(c2)OCO3)C1 (configuration not stated)	-22.6	105.0	2.6	0.0	-5.8	1.0	103.0	-10.6	0.8
COc1ccc(C(=O)NCCSCc2ccc(Cl)cc2)cc1OC	34.0	100.0	-3.0	0.1	-4.6	5.0	100.0	-4.6	1.3
Cc1ccc(CNC(=O)c2nn(C)c3c2CS(=O)(=O)c2ccccc2-3)cc1	6.9	98.0	6.8	-0.7	-1.3	4.0	97.0	3.1	-0.2
O=C(CSc1ncnc2[nH]ncc12)Nc1nc(-c2ccc(F)c(F)c2)cs1	-5.9	101.0	-7.9	6.7	-5.0	-1.0	95.0	-9.0	6.0
O=C(OCn1nnc2ccccc2c1=O)c1cccnc1	25.8	106.0	5.9	0.2	5.5	2.0	110.0	0.8	0.6
O=C1CCCCCN1C(=O)c1cccc(C(=O)N2CCCCCC2=O)c1	-1.6	98.0	5.5	0.8	-1.7	1.0	103.0	-8.0	1.0
CCOC(=O)c1sc(C)c2c1NC(C)(c1ccccc1)NC2=O (configuration not stated)	2.3	103.0	-4.7	-2.8	1.4	2.0	99.0	0.2	-1.1
CC(C)C1CC(CCN)(c2ccccc2)CCO1 (configuration not stated)	7.8	92.0	9.1	1.0	0.1	-4.0	100.0	2.1	0.2
OC12CCCCC1C(c1ccc3c(c1)OCO3)N(Cc1cccc(F)c1)CC2 (configuration not stated)	-23.4	92.0	-11.6	nt	-4.3	4.0	102.0	-7.8	nt
Cc1cc(=O)n2nc(N3CCC(C(=O)NCCc4ccccc4)CC3)sc2n1	-15.6	102.0	12.1	-0.4	-1.6	0.0	100.0	-7.3	0.8

Shown field by field: part of the list above
> CC(C)C1CC(CCN)(c2ccccc2)CCO1 (configuration not stated)
  PHOSPHO1 inh = 7.8
  MEKK3 PB1 HTS = 92.0
  NALP1 inh = 9.1
  OXTR agonist = 1.0
  GalR3 antagonist = 0.1
  MEKK2 mut-MEK5 = -4.0
  MEKK2wt PB1 HTS = 100.0
  GPR7 antag = 2.1
  V1aR counter = 0.2

> OC12CCCCC1C(c1ccc3c(c1)OCO3)N(Cc1cccc(F)c1)CC2 (configuration not stated)
  PHOSPHO1 inh = -23.4
  MEKK3 PB1 HTS = 92.0
  NALP1 inh = -11.6
  OXTR agonist = nt
  GalR3 antagonist = -4.3
  MEKK2 mut-MEK5 = 4.0
  MEKK2wt PB1 HTS = 102.0
  GPR7 antag = -7.8
  V1aR counter = nt

Going on with the list.
smiles	PHOSPHO1 inh	MEKK3 PB1 HTS	NALP1 inh	OXTR agonist	GalR3 antagonist	MEKK2 mut-MEK5	MEKK2wt PB1 HTS	GPR7 antag	V1aR counter
COc1cc(C)cc2oc(=O)c(CC(=O)N3CCN(C(=O)C4COc5ccccc5O4)CC3)c(C)c12 (configuration not stated)	30.7	100.0	21.6	-1.8	-8.3	-2.0	97.0	-10.5	1.2
Cc1ccc(C(=O)N2CCc3cc4c(cc3C2C)OCCCO4)cc1 (configuration not stated)	7.0	99.0	13.5	-1.0	-7.6	1.0	100.0	19.5	3.4
CC(C)Oc1ccc(-c2nc(NCC3CCCO3)c3ccccc3n2)cc1 (configuration not stated)	-17.2	92.0	8.9	-1.9	-2.9	-21.0	89.0	-20.0	-0.8
CCOc1ccc(-n2nc3ccc(N)cc3n2)cc1	14.9	99.0	21.1	nt	-7.2	5.0	101.0	-22.0	nt
COc1ccc(CCNC(=O)C2CCC(CNc3c(N4CCCC4)c(=O)c3=O)CC2)cc1OC (configuration not stated)	-29.1	105.0	12.6	0.7	-1.4	1.0	101.0	-11.9	0.2
CC(C)CC(=O)Nc1ccnn1C1CCN(C(=O)c2ccc(F)cc2Cl)CC1	27.6	98.0	14.5	0.1	-1.1	3.0	107.0	-0.6	1.1
CN(C)Cc1ccc(CNC(=O)COc2ccc3ccccc3c2)cc1	21.7	99.0	15.1	3.6	-13.3	3.0	105.0	-2.2	2.8
Cc1cc(C)cc(N2CC(C)Cn3c2nc2c3c(=O)[nH]c(=O)n2C)c1 (configuration not stated)	19.9	104.0	3.8	-2.3	-5.7	7.0	107.0	-15.8	-1.6
CCn1ncc(C2=NOC(C(=O)N3CCN(c4ccccc4)CC3)C2)c1C (configuration not stated)	8.7	101.0	1.2	1.5	nt	10.0	105.0	-18.2	2.5
Cc1nc(CC(C)C)cc(C(=O)N2CCCC(Nc3ccc(C)c(C)c3)C2)n1 (configuration not stated)	14.2	98.0	-2.6	-0.6	2.2	2.0	104.0	-9.4	0.1
CCCn1nnc(NC(=O)c2ccc(OC)cc2)n1	-2.6	96.0	-21.1	0.7	-1.6	2.0	99.0	-13.1	0.8
COCc1cc(C)n(CC(=O)Nc2ccccc2OC)c(=O)c1C#N	-7.5	98.0	9.2	0.2	4.1	-3.0	91.0	1.6	1.6
COc1ccccc1NC(=O)CNC(=O)c1ccc(F)cc1	21.3	97.0	20.0	4.1	3.8	7.0	101.0	-11.9	0.2
CC(C)c1nnc(NC(=O)CCC(=O)NCc2ccccc2Cl)s1	29.8	101.0	21.3	-0.5	-6.2	7.0	104.0	-6.0	-0.4
Cc1ccc(-c2c(=O)n(O)c3ccccc3[n+]2[O-])cc1	32.6	100.0	-39.1	nt	-7.1	2.0	101.0	-11.4	nt
CNC(=O)c1ccsc1NC(=O)CN1C(=O)CCC1=O	4.0	109.0	17.7	2.4	-2.7	-1.0	98.0	nt	0.2
Cc1ccc(-n2c(C)cc(C(=O)CSc3n[nH]c(N)n3)c2C)cc1	-26.6	?	-4.7	2.0	-7.8	-14.0	?	-16.0	2.2
CC1CCN(S(=O)(=O)c2cccc(C(=O)Oc3ccc([N+](=O)[O-])cc3)c2)CC1	-9.7	123.0	15.0	1.7	-10.2	-1.0	115.0	-2.9	1.7
Cc1cc(C)c(S(=O)(=O)NCC2CCC(C(=O)NCc3ccccn3)CC2)c(C)c1 (configuration not stated)	-9.7	101.0	18.4	1.6	-2.7	6.0	107.0	-7.1	1.9
O=C(NC1CCCCC1)c1noc2c1CCCCC2	10.6	109.0	51.6	-1.6	-7.4	8.0	110.0	-3.8	-1.0
C/C(=N\NC(=O)c1cccc(Br)c1)c1cccc(NC(=O)c2ccc(C)o2)c1	-2.7	105.0	3.9	0.2	-4.1	5.0	107.0	5.5	0.1
CC1CCC/C(=N\NC(=S)NCc2ccccc2)C1 (configuration not stated)	85.0*	90.0	-6.3	-1.5	-4.9	-9.0	95.0	-20.5	-1.1
CSc1ccc(C2C(C#N)=C(N)N(c3ccccc3)C3=C2C(=O)CCC3)cc1 (configuration not stated)	-12.9	88.0	8.4	-1.1	-4.5	-6.0	90.0	-4.3	0.7
COc1cc(/C=N/N(C)S(=O)(=O)c2ccc(C)cc2)cc([N+](=O)[O-])c1O	34.7	78.0	nt	0.7	-0.5	-5.0	88.0	-12.5	2.9
O=[N+]([O-])c1cccc(-c2ccc(C(=S)N3CCN(c4ccccc4)CC3)o2)c1	32.2	101.0	-8.3	-0.8	-7.2	0.0	109.0	6.5	0.2
Cc1cc(/C=N/NC(=O)c2cc3ccccc3o2)c(C)n1C	19.9	96.0	-4.4	-1.2	-5.7	-4.0	93.0	8.5	-0.6
Cn1cnnc1SCC(=O)c1ccco1	11.4	99.0	-1.7	0.0	-3.6	1.0	101.0	-11.6	0.7
CCOC(=O)C1(Cc2cccc(Cl)c2)CCCN(C(=O)c2ccnn2C)C1 (configuration not stated)	14.5	104.0	7.1	0.0	-2.7	4.0	109.0	-4.4	2.0
CC(=O)Nc1ccc(S(=O)(=O)N2CCC(C(=O)c3ccc(Cl)cc3)CC2)cc1	10.3	103.0	13.4	8.2	-9.0	2.0	102.0	11.7	6.1
COC(=O)c1cc(S(=O)(=O)N2CCN(c3ccc(C(C)=O)cc3)CC2)c[nH]1	49.0	98.0	21.3	6.0	-7.3	-4.0	101.0	0.5	8.3
Cc1ccccc1C(=O)NCCc1nnc(SCC(=O)Nc2nc(-c3ccccc3)cs2)n1C	-20.8	84.0	-5.5	-0.9	-6.9	3.0	103.0	-6.7	2.3
COc1ccc(-c2cc3c(=O)n(CC(=O)N4CCN(C)CC4)ncn3n2)cc1	15.1	101.0	1.6	0.3	nt	8.0	98.0	-0.7	1.5
CCn1cc(C(c2ccccc2)C(C(C)=O)[N+](=O)[O-])c2ccccc21 (configuration not stated)	33.1	104.0	-16.7	-0.8	-2.6	3.0	101.0	-14.4	-1.2
CCCn1c2c(c(O)c(C(=O)Nc3ccccc3)c1=O)CCCC2	-14.7	nt	21.8	-1.5	-2.5	nt	nt	-12.0	-0.9
C=CCN=C1CC(C)(C)CC(=O)/C1=C(\O)CCCN1C(=O)c2ccccc2C1=O	28.5	99.0	-14.8	-0.5	-0.9	9.0	100.0	-12.4	-1.3
CN1CCN(C(=O)c2ccc3c(c2)N(Cc2ccc(Cl)cc2)C(=O)c2ccccc2S3=O)CC1 (configuration not stated)	7.7	93.0	21.0	1.0	-0.1	-7.0	100.0	2.0	0.7
S=C(NCCNCc1ccccc1)NC1CCCCC1	-110.2	106.0	-1.9	-1.2	nt	11.0	125.0	-13.6	0.3
COc1ccc(C(=O)CSc2nnc(-c3ccco3)n2C)cc1	-2.6	97.0	13.2	-1.3	-5.6	-2.0	96.0	14.8	0.3
N=c1n(CCN2CCCC2)c2ccccc2n1CC(O)c1ccco1 (configuration not stated)	24.7	100.0	6.2	-0.4	-0.3	0.0	106.0	-11.2	-0.7
COc1ccc(/C=C/CN2CCC(Oc3ccc(C(=O)N4CCCCC4)cc3)CC2)cc1	1.0	101.0	25.4	1.1	-1.8	5.0	117.0	-19.5	1.5
COc1ccc(NC(=S)N2CCCC(c3nc4ccc(C)cc4[nH]3)C2)c(OC)c1 (configuration not stated)	9.5	97.0	-7.0	-2.5	-9.8	-4.0	98.0	14.4	-0.8
Cc1cccc(NC(=S)NC(=O)C2CC2)c1	8.2	104.0	13.1	-1.3	nt	8.0	111.0	4.0	-0.7
CCC(CC)C(=O)NCc1ccc(Cl)cc1	18.0	108.0	13.5	-1.4	-3.8	9.0	108.0	-15.6	0.2
Cc1oc(=O)c(NC(=O)c2ccc(Cl)cc2)cc1C(=O)c1ccccc1	37.3	107.0	14.3	1.6	-2.8	6.0	105.0	-4.4	0.2
